M1 ag – agonists of human M1 muscarinic receptor. CHO-K1 hM1, Fluo-8 calcium fluorescence, agonist mode; 0% DMSO, 100% acetylcholine EC100. P11229. AID 588814. activation, % at 3 µM. 0.33% of 360,000 active;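 active = activation above the run's mean compound activation plus 3 SD, cut at about 16% in these data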;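 also: peak over basal fluorescence ratio within a 140 s kinetic read after compound addition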
Target sequence (P11229 whole entry, looked up): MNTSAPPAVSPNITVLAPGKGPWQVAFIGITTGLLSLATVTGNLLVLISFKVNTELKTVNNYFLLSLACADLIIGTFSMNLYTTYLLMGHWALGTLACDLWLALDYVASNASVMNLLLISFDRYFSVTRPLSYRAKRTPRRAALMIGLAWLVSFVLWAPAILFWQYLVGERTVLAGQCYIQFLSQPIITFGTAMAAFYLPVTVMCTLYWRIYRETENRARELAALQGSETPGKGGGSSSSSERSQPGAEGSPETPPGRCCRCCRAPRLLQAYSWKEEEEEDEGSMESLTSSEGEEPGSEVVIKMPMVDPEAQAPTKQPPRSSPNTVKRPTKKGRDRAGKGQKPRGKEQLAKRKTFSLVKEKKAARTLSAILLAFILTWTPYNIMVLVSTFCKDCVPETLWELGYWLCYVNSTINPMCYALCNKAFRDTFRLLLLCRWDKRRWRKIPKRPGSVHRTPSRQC
OXTR potentiator – potentiators of human oxytocin receptor; CHO-OTR cells, Fluo-8 calcium fluorescence, potentiator mode; 0% = oxytocin EC15, 100% = EC100; activation, % at 3 µM; 0.061% of 320,000 active; P30559;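 active = activation above that plate's cutoff, the mean activation of tested compounds plus 3 SD, cut at about 6.6% in these data, passing the limit was not always enough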;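 also: 100% uses oxytocin at 75 nM as the full agonist control; some results filed as inactive read as strong as hits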
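test system = CHO-OTR cells, human receptor | compound = single-point 3.0 µM | schedule = 6 min compound pre-incubation at room temperature, 100 s kinetic read | signal = Fluo-8 no-wash calcium dye fluorescence, excitation 470-495 nm, emission 515-575 nm | repeats = single well per compound, singlicate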
M1 PAM parental – M1 PAM counterscreen hit in parental CHO-K1 cells; activation, % at 3 µM; AID 602247; 0.02% of 360,000 active; ATP EC20, Fluo-8 calcium fluorescence; 0% at ATP EC20, 100% at ATP max;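 active = activation above the run cutoff, the mean activation of all test compounds plus 3 SD, cut at about 40% in these data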;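 also: peak over basal fluorescence ratio in a 140 s read after ATP addition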
M1 ag parental – counter-screen for M1 agonists: effect in parental CHO-K1 cells. 0.48% of 360,000 active. AID 602248. Fluo-8 calcium fluorescence; scaled to maximal ATP response, vehicle zero. activation, % at 3 µM; in the data active = activation above about 15%;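 also: untransfected CHO-K1 host cells lacking M1 receptor as counterscreen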
CHRM1 antagonist – antagonists of human M1 muscarinic receptor | CHO-K1 hM1, Fluo-8 calcium fluorescence, ACh EC80 antagonist | 1.3% of 360,000 active | inhibition, % at 3 µM | AID 588852;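 active = percent inhibition above its own plate's cutoff, namely the mean of that plate's compound wells plus 3 SD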;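 also: peak over basal fluorescence ratio during 140 s after agonist addition; 0% = ACh EC80 plus DMSO and 100% = DMSO alone without agonist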
CHO parental Ca – signal in parental CHO cells, OX1R antagonist counter-screen; 0.63% of 330,000 active; inhibition, % at 5.6 µM; parental CHO-K1, ATP-induced calcium, Fluo-8 fluorescence;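 active = inhibition above that plate's mean sample inhibition plus 3 SD, cut at about 26% in these data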;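 also: 0% = ATP-challenged DMSO wells and 100% = DMSO wells without ATP; some compounds past the cut are filed as inactive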
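Test system: parental CHO cells; detection: calcium-sensitive Fluo-8 fluorescence; evaluation: percent inhibition of calcium signal; also added: ATP as calcium-mobilizing challenge; repeats: one well per compound; control set: ATP-challenged DMSO wells low, unchallenged DMSO wells high; compound: single nominal dose of 5.6 µM per compound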
TAAR1 antagonist – antagonists of human TAAR1. CHO RD-HGA16 TAAR1, Fluo-8 calcium fluorescence, antagonist. inhibition, % at 3 µM. 1.5% of 360,000 active;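 active = inhibition above a per-plate cutoff, the mean inhibition of test compounds on that plate plus 3 SD, cut at about 49% in these data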;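 also: 0% = DMSO plus EC80 beta-PEA response and 100% = DMSO alone without agonist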
Target sequence (Q96RJ0 whole entry, looked up): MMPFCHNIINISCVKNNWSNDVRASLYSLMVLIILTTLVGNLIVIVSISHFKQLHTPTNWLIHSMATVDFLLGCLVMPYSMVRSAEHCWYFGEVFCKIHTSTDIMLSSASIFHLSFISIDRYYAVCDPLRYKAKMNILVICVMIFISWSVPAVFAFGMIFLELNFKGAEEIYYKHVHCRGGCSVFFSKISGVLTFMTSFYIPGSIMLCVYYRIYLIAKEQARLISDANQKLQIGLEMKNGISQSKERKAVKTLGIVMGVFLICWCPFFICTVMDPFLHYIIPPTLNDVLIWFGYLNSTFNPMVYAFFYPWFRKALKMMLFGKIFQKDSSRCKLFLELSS
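Assay system: CHO-derived RD-HGA16 cells stably expressing human TAAR1 plus Gα16. Timing: 140 s kinetic read after compound, 140 s after agonist. Technique: kinetic Fluo-8 calcium fluorescence measurement. Measure: % inhibition of agonist calcium response.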
TAAR1 agonist – human TAAR1 agonism; AID 624467; 0.99% of 360,000 active; activation, % at 3 µM; CHO RD-HGA16 TAAR1, Fluo-8 calcium fluorescence; vehicle wells 0%, saturating PEA agonist 100%; Q96RJ0;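 active = activation above the mean activation of all test compounds in the run plus 3 SD, cut at about 38% in these data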
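Benchmarks: low control DMSO, high control PEA (EC100); System: CHO RD-HGA16 cells carrying human TAAR1 plus Gα16; Detection: Fluo-8 fluorescence, 5 s baseline then 140 s kinetic read; Schedule: 17-24 h plating, Fluo-8 75 min 37 °C, 30 min RT; Read-out basis: % activation from peak over basal fluorescence ratio, DMSO-to-PEA scaled.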
CHO-K1 Ca antag – counter-screen for M1 antagonists: effect in parental CHO-K1 cells; ATP-induced calcium, Fluo-8 fluorescence; inhibition, % at 3 µM; 0.6% of 360,000 active; AID 602250;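 active = inhibition above a per-plate cutoff, the plate's mean sample inhibition plus 3 SD, cut at about 24% in these data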;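 also: 0% = DMSO plus EC80 ATP and 100% = DMSO alone without ATP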
* = called active by the depositor; . = not tested or not shown.

SMILES	M1 ag	OXTR potentiator	M1 PAM parental	M1 ag parental	CHRM1 antagonist	CHO parental Ca	TAAR1 antagonist	TAAR1 agonist	CHO-K1 Ca antag
CCCCn1c(N)c(N(CC(C)C)C(=O)CN2C(=O)NC3(CC(C)CC(C)(C)C3)C2=O)c(=O)[nH]c1=O (configuration not stated)	-4	5	-17	0.5	3	-8	-21	1	6
CCc1cc(=O)oc2cc(OC(C)C(=O)NCC(O)c3ccccc3)c(Cl)cc12 (configuration not stated)	-2	-4	13	1.6	-5	-18	-21	1	-8
COc1ccccc1NC(=O)CN1CCN(CC(=O)Nc2ccc(F)cc2)CC1	-6	-11	18	0.3	-9	-15	-1	6	-14
Cc1onc(-c2ccccc2Cl)c1C(=O)Nc1cnn(Cc2ccccc2)c1	4	-3	-5	1.3	-11	-9	-16	8	4
Cc1nnsc1NC(=O)OCC(C)C	1	-17	12	0.9	-4	-5	-1	6	-8
O=C(NCCC1=CCCCC1)C(=O)NCC(c1ccco1)N1CCN(c2ccccc2)CC1 (configuration not stated)	-6	-4	11	0.1	2	-8	-14	0	-2
Cc1ccc(/C(O)=C/c2nc3ccccc3oc2=O)cc1	-4	-4	8	0.9	-14	-11	-22	4	-2
COc1cc2c(cc1OC)[C@@H](NC(=O)CCC1CCCCC1)[C@H](O)C2	-1	.	16	0.8	-3	-8	8	1	-13
COc1ccccc1NC(=O)c1ccc(NC(=O)COC(=O)c2ccc(O)cc2)cc1	1	-7	11	9.0	7	-5	65*	18	-15
Cc1ccc(N(CCCCN2C(=O)c3ccccc3C2=O)C(=O)c2cccs2)cc1	-4	-6	-3	0.9	6	-17	49*	8	1
Cn1cc(CN2CCCC(CNC(=O)c3ccc4c(c3)OCO4)C2)c2ccccc21 (configuration not stated)	-14	-4	17	-0.6	-17	-28	5	4	4
O=C(c1ccccc1)c1ccc(Oc2ncccn2)cc1	-2	-14	1	0.4	-15	-15	2	12	-15

The list goes on, starting with the last two of the part before.
SMILES	M1 ag	OXTR potentiator	M1 PAM parental	M1 ag parental	CHRM1 antagonist	CHO parental Ca	TAAR1 antagonist	TAAR1 agonist	CHO-K1 Ca antag
Cn1cc(CN2CCCC(CNC(=O)c3ccc4c(c3)OCO4)C2)c2ccccc21 (configuration not stated)	-14	-4	17	-0.6	-17	-28	5	4	4
O=C(c1ccccc1)c1ccc(Oc2ncccn2)cc1	-2	-14	1	0.4	-15	-15	2	12	-15
O=C(Nc1ccncc1)Nc1cc(Cl)ccc1Cl	3	.	12	3.6	-12	.	-30	25	-1
O=[N+]([O-])c1cc(C(F)(F)F)ccc1N1CCC(O)CC1	-10	-4	31	1.9	2	-12	-22	35	-9
CCN(CCn1cccn1)C(=O)c1cc(COc2cccc3cccnc23)on1	-5	-11	-5	2.1	6	-15	-1	3	-17
CCCCc1c(C)nc2ccccc2c1SCCC#N	-10	3	-5	2.2	3	-27	-2	2	13
COc1ccc(OC)c(C2C(C(=O)c3ccco3)=C(O)C(=O)N2CCN2CCOCC2)c1 (configuration not stated)	-1	-2	20	1.4	-15	0	-1	1	-3
Cn1c(SCC(=O)NC2CCCCC2)nnc1-c1ccncc1	-4	-13	-26	0.2	-8	7	4	0	14
CCc1ccccc1OCC(=O)Nc1cccc(S(=O)(=O)NC2=NCCC2)c1	-3	-4	7	1.2	0	-23	-9	9	10
CCOC(=O)NN1C(=O)c2ccccc2NC1c1cccs1 (configuration not stated)	3	-9	-10	-0.3	4	0	10	1	22
COc1ccc(Cl)cc1N(C(C)=O)c1nc(C)cc(C)c1C#N	-2	-2	12	0.8	-13	-3	-10	10	-2
CCCn1c(SCC(=O)Nc2cc(S(=O)(=O)N3CCCCC3)ccc2C)n[nH]c1=O	-4	1	-7	0.1	1	-5	-25	-1	7
COc1ccccc1N1C(=O)S/C(=C\c2cc(C)n(C)c2C)C1=O	-3	-10	19	1.4	-8	-3	-2	-2	-4
Cc1ccc(O)c(-c2[nH]ncc2C(=O)c2ccc(Cl)cc2)c1	-2	-7	11	5.2	-11	-3	8	0	-16
Cc1ccccc1CSc1nnc(-c2cccs2)n1Cc1ccco1	-7	-3	17	1.5	4	-37	20	12	-7
CC(=O)Nc1ccc(S(=O)(=O)NCC2CCC(C(=O)N3CCCCC3)CC2)cc1 (configuration not stated)	-3	-9	18	0.9	-16	8	-13	3	-8
COC(=O)c1ccc(NC(=O)CSc2nc(=O)n3cccc(C)c3n2)cc1	-3	1	12	1.1	-1	-22	0	1	-4
CCNS(=O)(=O)c1ccc(CCC(=O)Nc2ccccc2C(=O)OC)cc1	-6	-8	17	0.8	-11	-18	9	3	-11
COc1cccc(-c2ccc(-c3noc(-c4cccs4)n3)c(OC)n2)c1	-3	2	7	-0.2	-7	-10	-31	2	-1
CCN(CC)CC(=O)N1c2ccccc2Oc2c(c(=O)n(C)c(=O)n2C)C1c1cccc([N+](=O)[O-])c1 (configuration not stated)	-4	-2	-4	0.1	-6	-7	-25	0	1
O=c1cc(C=NNc2ccc([N+](=O)[O-])cc2)[nH]c(=O)[nH]1	0	.	31	2.1	-16	.	4	10	-18
O=C(O)CCCNc1c(C(=O)Nc2ccc(Cl)cc2)cc([N+](=O)[O-])cc1[N+](=O)[O-]	-5	-6	14	1.3	-9	-3	-4	2	-4
C=CCn1c(=N)n(CC(=O)c2ccc(OC)cc2)c2ccccc21	-6	-11	15	0.6	-11	-21	-6	9	-8
Cc1cc(NS(=O)(=O)c2ccc(NC(=O)C(c3ccccc3)c3ccccc3)cc2)no1	-7	5	3	-0.3	-10	-17	0	-2	5
Cc1ccccc1/C=N/Nc1ccnc2cc(Cl)ccc12	-8	-9	17	10	4	-7	6	24	-1
Cc1nc2nc(SCC(=O)NCCCN3CCCCCC3)nn2c(C)c1Cc1ccccc1	-12	-4	13	0.3	77*	-14	3	0	-13
Cc1ccc(SCC(=O)Nc2cccnc2)cc1	-1	-5	9	0.7	-9	9	-8	-1	-9
CCOC(=O)c1c(S(=O)(=O)NCC(=O)Nc2ccc(F)cc2F)c(C)n(C)c1C	-2	-7	-3	-0.8	-6	5	-16	-2	-10
Cc1ccc(C(C)C)cc1NC(=O)Nc1ccc([N+](=O)[O-])cc1	1	-9	-21	11	31	55*	34	2	12
CC(NC(=O)C1CCCN1S(=O)(=O)c1ccccc1)c1ccccc1 (configuration not stated)	-3	-4	13	1.1	-9	-12	9	3	-8
CCOc1[nH]n(-c2ccccc2)c(=O)c1C=Nc1ccccc1	-9	0	9	-0.3	-7	-1	-14	5	-5
O=C1OC(Oc2ccccc2)(c2ccccc2)c2ccccc21 (configuration not stated)	-9	-9	16	0.3	13	4	5	2	-18
O=C(Cn1cc(C(=O)C2CCCCC2)c2ccccc21)NCC1CCCO1 (configuration not stated)	-4	-2	-4	1.2	8	-24	-6	0	-3
COc1cc(-c2nnc(SCC(=O)NC3CCS(=O)(=O)C3)o2)cc(OC)c1OC (configuration not stated)	-2	-10	10	0.3	-16	-10	8	3	-11
Cc1ccc(C(=O)N/N=C/c2nc3ccccc3n2C)cc1	-3	-7	28	1.1	7	-17	-6	14	-10
C=COCCNC(=S)N1CCOCCOCCN(C(=S)NCCOC=C)CCOCC1	-4	3	-9	0.0	-6	-20	-7	4	-3
CCOP(=O)(OCC)c1nc(Cc2ccccc2)oc1NCc1ccccc1	-3	3	3	0.2	-21	-31	-23	3	-4
Cc1ccc(-c2nnc(NCc3ccccc3)c3ccccc23)cc1	-5	0	10	-0.2	-10	-18	4	1	-10

Marked active in TAAR1 antagonist (from the list above):
SMILES,OXTR potentiator,CHRM1 antagonist,TAAR1 antagonist,TAAR1 agonist
COc1ccccc1NC(=O)c1ccc(NC(=O)COC(=O)c2ccc(O)cc2)cc1,-7,7,65*,18
Cc1ccc(N(CCCCN2C(=O)c3ccccc3C2=O)C(=O)c2cccs2)cc1,-6,6,49*,8

Additional compounds:
SMILES	M1 ag	OXTR potentiator	M1 PAM parental	M1 ag parental	CHRM1 antagonist	CHO parental Ca	TAAR1 antagonist	TAAR1 agonist	CHO-K1 Ca antag
NNc1nc2c(Cl)ccc(Cl)c2s1	-6	-3	8	0.3	4	0	6	39*	-4
CC(=O)N1CCN(C(=O)c2ccc(S(=O)(=O)Nc3ccccc3Cl)cc2)CC1	-7	-2	6	0.8	10	-11	-10	1	-4
NC(Cc1c[nH]c2ccccc12)C(=O)NCc1ccccc1 (configuration not stated)	2	-4	20	4.3	-16	6	-20	2	-5
CCC(=O)Nc1ccccc1-c1nnn(CC(=O)N2c3ccccc3CC2C)n1 (configuration not stated)	-3	-3	17	0.9	-10	-23	-9	-1	-12
Cc1cc(C)cc(N2CC(C)Cn3c2nc2c3c(=O)[nH]c(=O)n2C)c1 (configuration not stated)	-11	-15	8	-1.9	-17	-16	-34	-3	-21
C/C(=N\O)C(C)(C)Nc1cccc(F)c1	-4	-10	29	1.2	-11	4	-2	0	-9
O=C(NCc1ccccn1)c1ccc(COc2ccc(Cl)cc2)o1	-6	-2	13	2.2	-15	-25	-7	1	-14
CCCCOC(=O)c1ccc(S(N)(=O)=O)o1	-7	-4	2	-0.2	-7	-1	-5	0	-4
O=C(NC1CCCCC1)c1csnn1	-5	.	7	0.4	-16	.	-4	0	-10
COCC(C)NC(=O)CCSc1nc(-c2ccc(OC)cc2)cc(C(F)(F)F)n1 (configuration not stated)	-5	-13	29	1.6	-25	-45	-6	1	-22
CCCNC(=O)c1ccc2c(=O)n3c(-c4ccc(C)cc4)csc3nc2c1	-1	-3	-8	-0.6	-1	-21	25	5	6
CC(C)c1ccc(N(CC(=O)NC2CCCCC2)C(=O)CCC(=O)Nc2ccccn2)cc1	-1	-5	-7	0.0	-11	-4	1	-2	0
CC(NC(=O)CCc1nnc(Cc2cccc(C(F)(F)F)c2)o1)C1CC1 (configuration not stated)	-3	-10	4	4.3	12	-12	-21	1	0
O=C(/C=C/c1cc([N+](=O)[O-])ccc1OC(F)F)Nc1cccc([N+](=O)[O-])c1	-1	-2	13	1.2	-14	-8	-4	1	-12
CCCCN1C(=O)N(c2ccc(Cl)cc2)C(C)(O)CC1(C)C (configuration not stated)	-9	-12	7	-1.5	-10	-10	-12	-3	-16
CC(=O)c1nc(N2C(=O)CC(Cc3cc(C)cc(C)c3)C2=O)sc1C (configuration not stated)	-3	1	8	0.2	-5	-12	7	1	-4
O=C(O)c1ccccc1OCc1ccccc1Cl	-5	-2	15	1.2	-21	1	7	0	-19

High-throughput results as filed in PubChem.
